Source: PubChem BioAssay (The Scripps Research Institute Molecular Screening Center)
FBW7 act: human FBW7 E3 ligase activation, primary screen. AlphaScreen FBW7–phospho-cyclin E peptide binding, activator screen. normalized activity (activation), % at 26.1 µM. Q969H0. AID 1259310. hit rate 0.13% among 650,000; in the data active means normalized activity above about 1.9%;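 further: purified mutant Fbw7 with reduced substrate affinity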
MITF primary: inhibitors of human MITF | O75030 | AlphaScreen MITF homodimerization, bead proximity signal | inhibition, % at 2.6 µM | hit rate 0.91% among 650,000; in the data active means inhibition above about 50%;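 further: 0% = vehicle wells with protein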
Target sequence (O75030 whole entry, looked up): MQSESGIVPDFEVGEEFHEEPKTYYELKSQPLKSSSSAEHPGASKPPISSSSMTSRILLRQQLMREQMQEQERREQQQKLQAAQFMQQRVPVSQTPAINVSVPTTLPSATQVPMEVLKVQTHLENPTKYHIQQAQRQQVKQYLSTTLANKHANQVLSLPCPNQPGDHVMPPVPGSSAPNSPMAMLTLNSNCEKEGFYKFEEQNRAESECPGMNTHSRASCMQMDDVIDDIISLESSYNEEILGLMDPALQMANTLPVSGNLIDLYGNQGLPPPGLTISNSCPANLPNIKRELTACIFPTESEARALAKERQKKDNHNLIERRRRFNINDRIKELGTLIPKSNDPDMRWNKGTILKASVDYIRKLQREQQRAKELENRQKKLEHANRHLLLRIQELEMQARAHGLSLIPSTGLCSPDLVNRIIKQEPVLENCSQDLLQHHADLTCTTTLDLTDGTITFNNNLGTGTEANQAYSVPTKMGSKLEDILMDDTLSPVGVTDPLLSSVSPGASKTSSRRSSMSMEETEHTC
TEAD-YAP block: TEAD-YAP interaction inhibition; inhibition, % at 9.12 µM; HEK-TIYL cells, TEAD-Gal4/YAP UAS-luciferase luminescence; hit rate 1.4% among 640,000; AID 1259422; in the data active means inhibition above about 32%;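 further: 0% = median of test compound wells and 100% = reference inhibitor wells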
GPR151 activ: human GPR151 activation; PathHunter beta-arrestin GPR151 cells, luminescence; hit rate 1% among 650,000; activation, % at 11.2 µM; in the data active means activation above about 4.9%;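 further: 0% = median of compound wells and 100% = cells with positive control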
Target sequence (Q8TDV0 whole entry, looked up): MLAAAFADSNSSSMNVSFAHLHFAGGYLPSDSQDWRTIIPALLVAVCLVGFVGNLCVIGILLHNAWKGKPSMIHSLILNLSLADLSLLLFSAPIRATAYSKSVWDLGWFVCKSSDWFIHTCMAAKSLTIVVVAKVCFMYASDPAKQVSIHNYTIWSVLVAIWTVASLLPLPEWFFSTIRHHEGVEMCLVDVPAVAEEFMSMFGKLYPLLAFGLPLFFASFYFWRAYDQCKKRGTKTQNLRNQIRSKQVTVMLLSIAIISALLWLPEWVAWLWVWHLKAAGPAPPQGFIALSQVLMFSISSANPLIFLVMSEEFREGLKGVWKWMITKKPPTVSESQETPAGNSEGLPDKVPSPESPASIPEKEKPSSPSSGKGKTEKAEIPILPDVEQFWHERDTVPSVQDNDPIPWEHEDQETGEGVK
Starred values were filed as active, the others as inactive.

SMILES | FBW7 act | MITF primary | TEAD-YAP block | GPR151 activ
CCCCCCC1CCC(c2noc(-c3ccc(C(C)(C)C)cc3)n2)CC1 (stereo not given) | 0.7 | 1 | 2 | 0.3
CC1CCCN(Cc2cccc([N+](=O)[O-])c2)C1 (stereo not given) | 0.2 | 20 | -2 | -0.1
Cc1ccc(C(=O)N(C)Cc2ccccc2)cc1 | 0.4 | 12 | -12 | -0.2
Cc1c(-c2cc(C(=O)O)no2)cnn1C | 0.1 | 4 | -6 | 3.1
CC(=O)c1ccc(N2CCN(C(=O)c3cc(C)on3)CC2)cc1 | -0.1 | 14 | -2 | 0.5
CC(NC(=O)CN1C(=O)NC2(CCc3ccccc32)C1=O)c1ccc(Br)cc1 (stereo not given) | -0.1 | 6 | -4 | 1.9
Cc1cc2c(Nc3cc(F)ccc3C)ncnc2s1 | -0.1 | 2 | -4 | 0.6
O=C(Nc1ccc(F)c([N+](=O)[O-])c1)c1ccc(-c2ccc(Cl)cc2)o1 | 0.0 | 7 | 7 | 0.2
O=c1c2ccccc2nc(SCc2c(F)cccc2Cl)n1CCc1ccccc1 | 0.3 | 0 | 5 | -1.9
N#C/C(=C/c1ccc(O)c([N+](=O)[O-])c1)C(=O)Nc1cccc(Br)c1 | -0.2 | -2 | -2 | -1.1
O=C(CNS(=O)(=O)c1ccc(NCc2ccco2)c([N+](=O)[O-])c1)NCc1ccccc1 | -0.2 | 11 | 9 | -0.6
CC(=O)Nc1ccccc1C(=O)C(=O)Nc1cccc(C(=O)NCc2ccco2)c1 | -0.2 | 8 | -9 | -0.6
Cc1ccc(C)c(N=Cc2c(O)[nH]c(=S)[nH]c2=O)c1 | -0.1 | -7 | 5 | 0.5
Cc1ccc(-c2nc(=O)[nH]c3ccc(Br)cc23)cc1 | -0.1 | 3 | 17 | 0.0
CCOc1cc(C2C3=C(CC(C)(C)CC3=O)Nc3ncnn32)ccc1OC(F)F (stereo not given) | 1.0 | 16 | -2 | 0.4
COc1cccc(Nc2nnc(SCC(=O)NNC(=O)c3cnccn3)s2)c1 | -0.8 | 20 | -1 | 0.0
Cc1ccccc1-n1c(=S)sc2c(=O)n(-c3ccccc3F)c(SCC(=O)N3CCCC3)nc21 | 0.2 | -7 | -10 | 0.0
CCOc1ccc(-c2nc3n(n2)C(c2ccccc2Cl)C(C(N)=O)=C(C)N3)cc1 (stereo not given) | -0.1 | 6 | 8 | 0.7
CCN(CC)c1nc(N)c(C#N)c(C(C#N)Cc2ccc(C)cc2)c1C#N (stereo not given) | 0.2 | 4 | 17 | 0.7
CCCN1C(=O)c2cc(C(=O)NCc3ccccc3OC)ccc2C1O (stereo not given) | -0.1 | -3 | -2 | 1.0
O=C(c1ccc(Oc2ccc([N+](=O)[O-])cc2)cc1)N1CCCC1 | -0.1 | 8 | 9 | -1.0
CC(C)(C)NC(=O)CN(Cc1ccc2c(c1)OCO2)C(=O)CCC(=O)Nc1nccs1 | -0.1 | 7 | -6 | -0.2
CCC(=O)Nc1ccccc1-c1ccccc1NC(=O)CC | -0.1 | 7 | 3 | 1.6
CCOc1ccc(-c2c(C#N)c(N)nc3c2CCCC3)cc1 | 0.1 | 7 | -4 | 0.0
C[C@@](O)(C(=O)Nc1ccc2cn[nH]c2c1)c1ccc(Br)cc1 | 0.1 | 18 | -20 | 0.8
(more compounds)
SMILES | FBW7 act | MITF primary | TEAD-YAP block | GPR151 activ
O=C(CSc1nnc2c(n1)[nH]c1ccc(S(=O)(=O)N3CCOCC3)cc12)Nc1ccccc1Cl | 0.1 | -9 | -6 | 0.1
N#C/C(=C\c1ccccc1)C(=O)OCC(=O)NC1CCCCCC1 | -0.2 | -9 | 3 | 2.6
Cc1oc(C(=O)Nc2ccccc2F)cc1S(=O)(=O)N1CC(C)OC(C)C1 (stereo not given) | 0.2 | -9 | -3 | 0.8
CCC(C)OC(=O)C1=C(C)NC(=O)NC1c1ccc(OC)c(O)c1 (stereo not given) | 0.3 | 9 | -5 | -0.9
CSCC[C@H](NC(C)=O)C(=O)N1CCC(CO)(Cc2ccc(Cl)cc2)CC1 | -0.1 | 1 | 2 | -0.4
Brc1ccc(-c2nc(-c3ccncc3)no2)cc1 | 0.0 | 2 | -13 | 0.4
Fc1ccc(CSc2ccc(-c3ccccn3)nn2)cc1 | -0.2 | 28 | -37 | 0.2
Cc1nnc2n1NC(c1ccc(Cl)cc1)C(C(=O)NCc1ccccc1)S2 (stereo not given) | 0.0 | 10 | 5 | -0.7
O=C(CCN1CCN(c2ccc(Cl)cc2)CC1)Nc1ccccc1F | -0.1 | 1 | -4 | 0.1
Cc1nnc2c(NCCC(C)C)nc3ccccc3n12 | -0.1 | -2 | -3 | 1.4
O=C(Nc1cccc(F)c1)c1cc2ccccc2o1 | 0.0 | 3 | -22 | -5.2
COc1ccc(C2(CC(=O)N3C[C@@H](C)O[C@@H](C)C3)CC(=O)N(C)C2=O)cc1 (stereo not given in full) | -0.1 | 5 | -2 | -1.1
COc1ccc(C2C(C(=O)NCCC3=CCCCC3)c3ccccc3C(=O)N2C)cc1 (stereo not given) | 0.1 | 21 | 3 | -1.2
COc1ccc(CNCC2CCCO2)c(OC)c1OC (stereo not given) | 0.2 | 6 | 5 | 5.9*
CN1CCN(CC(=O)N/N=C\c2cccc([N+](=O)[O-])c2)CC1 | 0.1 | 9 | -1 | 0.3
COc1ccc(CNc2ccc(C(=O)N3CCC(C)CC3)cc2S(=O)(=O)Nc2cccc(OC)c2)cc1 | -0.1 | 21 | 7 | 1.2
CN1C(=O)[C@H]2CN(C(=O)c3ccc4ccccc4c3)CCN2C(=O)[C@@H]1CO | -0.1 | -3 | 6 | -0.8
CCC(C)c1ccc(NC(=O)Cc2ccccc2OC)cc1 (stereo not given) | -0.1 | 1 | -32 | 2.5
CC(=O)Nc1cc(CNCc2cc3ccccc3s2)cc(C(=O)N2CCN(C)CC2)c1 | 0.0 | 5 | -3 | -0.7
COc1ccc(Cn2c(=S)[nH]c3c(sc4ccccc43)c2=O)cc1 | 0.2 | 15 | -2 | -1.5
CCOc1ccccc1NC(=O)CN(CCc1ccccc1)S(=O)(=O)c1ccc(C)cc1 | 0.2 | -3 | 5 | -1.2
O=C(NCc1ccc2c(c1)OCO2)c1csc2c1CCCCC2 | 1.6 | 18 | -9 | 0.3
CSc1ccc(C(=O)Nc2ccc3ncsc3c2)cc1 | 0.1 | -2 | 31 | -5.4
OCCNCc1ccccc1OCc1ccccc1Cl | 0.0 | -2 | -9 | 1.4
COc1ccc2nc(NC(=O)CCCCC(=O)O)sc2c1 | -0.2 | 10 | 11 | -0.2
(further entries)
SMILES | FBW7 act | MITF primary | TEAD-YAP block | GPR151 activ
COc1ccc(NC(=O)c2ccc(N3CC4CC(C3)c3cccc(=O)n3C4)c(NC(=O)c3cc4ccccc4oc3=O)c2)cc1OC (stereo not given) | 0.1 | 10 | -10 | -0.3
CCS(=O)(=O)N1CCN(Cc2nnnn2-c2ccccc2)CC1 | 0.0 | -12 | -3 | 0.9
Cc1ccc(S(=O)(=O)CCC(=O)NCc2ccc(F)cc2)cc1 | -0.2 | -9 | 8 | -0.8
O=C(CNC(=O)Cn1cnc2sc3c(c2c1=O)CCCC3)NCCCN1CCOCC1 | -0.1 | 6 | 8 | 0.5
O=C(CN(C(=O)c1ccc(Cl)nc1)C1CCCC1)NCc1ccc2c(c1)OCO2 | 0.2 | -3 | 6 | -0.5
Cc1c(C(=O)Nc2cccc(C(F)(F)F)c2)sc2ncn(Cc3cccc(F)c3)c(=O)c12 | 0.6 | -4 | 7 | -0.4
COc1ccc2c(c1)-c1c(ssc1=Nc1ccc(S(=O)(=O)Nc3nccc(C)n3)cc1)C(C)(C)N2 | 0.0 | 3 | -5 | 0.1
CCOC(=O)C1(CCOC)CCN(C(C)CCc2ccc(OC)cc2)CC1 (stereo not given) | 0.2 | 8 | 10 | -1.6
O=C(Nc1cccc(Cl)c1)Nc1ccccn1 | 0.0 | 3 | -73 | -0.4
COc1cccc2c(SCC(=O)N/N=C/c3ccc(O)c(O)c3)cc(C)nc12 | -0.1 | 1 | 20 | 1.6
Cc1ccc2c(c1)N(C(=O)CCC(=O)NC(C)c1ccccc1)CC(C)O2 (stereo not given) | 0.7 | 2 | 6 | 1.1
CCCSc1ncnc2c1c(-c1ccccc1)cn2-c1cccc(F)c1 | 0.0 | -7 | -4 | 7.6*
COc1ccc2c3c(ccc2c1)OC(c1ccccc1)(c1ccccc1)C=C3 | 0.1 | 10 | -16 | 0.0
CC1CCN(C(=O)c2ccc3c(=O)nc4c(-c5ccccc5)n[nH]n4c3c2)CC1 | -0.1 | -2 | 0 | -0.5
Cc1cccc(OCCOC(=O)Nc2ccccc2)c1 | 0.0 | -16 | -11 | 0.0
CCC(O)(CC)C(=O)NN(C(=O)c1cccnc1Cl)c1ccccc1 | 0.6 | 16 | -3 | -1.7
Cc1ccc(-n2nc3ccc(NC(=S)NC(=O)c4ccco4)cc3n2)cc1 | -0.1 | -2 | -30 | -1.2
CCN(CC)S(=O)(=O)c1ccc(Oc2ccnc3cc(Cl)ccc23)c([N+](=O)[O-])c1 | 0.0 | -2 | 6 | 0.7
COc1ccc(CNC(=O)c2cc(-c3cccs3)on2)cc1 | 0.0 | 13 | -2 | 0.2
N#Cc1ccccc1S(=O)(=O)Nc1ccc(C(=O)O)cc1 | 0.7 | 18 | 3 | 0.0
Cn1c(N2CCN(Cc3ccccc3)CC2)nc2c1c(=O)n(Cc1ccccc1)c(=O)n2C | -0.2 | 10 | 8 | 0.7
COc1ccccc1NC(=O)C1=C(C)NC(SCC(=O)c2ccccc2)=C(C#N)C1c1cccs1 (stereo not given) | 0.2 | -5 | -2 | 1.2
CCC1=NN2C(=N)/C(=C/c3cn(CCOc4ccccc4C)c4ccccc34)C(=O)N=C2S1 | -0.4 | -6 | 0 | 1.8
O=C1c2cccc([N+](=O)[O-])c2C(=O)N1c1cccc2cccnc12 | 0.0 | 18 | -3 | -1.7
O=C(OCc1ccccc1)n1c(=O)oc2cc(Cl)ccc21 | 1.1 | 3 | -17 | -0.8
Remaining list, next part:
SMILES | FBW7 act | MITF primary | TEAD-YAP block | GPR151 activ
COc1cc(C(=O)COC(=O)/C=C/c2ccc3c(c2)OCO3)cc(OC)c1OC | 0.1 | 15 | 4 | 1.4
CC(C)=CC(=O)Nc1nnc(-c2ccccc2C)s1 | 0.0 | -7 | -49 | 0.5
CC(C)(C)c1nnc(NC(=O)c2cccc(Br)c2)s1 | 0.0 | 2 | -15 | -0.5
O=C(CNC1CCCCC1)Nc1ccc(C(=O)N2CCCCC2)cc1 | 0.3 | 53* | 0 | 0.4
CCOC(=O)C1(C/C(C)=N/NC(N)=S)CC(C)(C)OC1=O (stereo not given) | 0.1 | -4 | -4 | -1.4
CCOC(=O)c1ccc(N=Cc2ccc(O)c(OC)c2)cc1 | 0.6 | -2 | 7 | -1.2
Cc1[nH][nH]c(=O)c1C(c1c(C)[nH][nH]c1=O)c1c(OC(C)C)ccc2ccccc12 | -1.1 | 6 | 6 | 0.3
CSc1ncc(Cl)c(C(=O)Nc2c(C)cccc2C)n1 | 0.1 | -5 | -2 | 1.1
COCC(=O)NC1CCN(C(=O)NCc2ccccc2)CC1 | 0.2 | 23 | 25 | 1.2
COc1ccc(-c2c(C)nn3c(NCc4ccco4)cc(C)nc23)cc1 | -0.1 | 17 | 9 | -1.1
Cc1ccc(S(=O)(=O)N2CCCCCC2)cc1C | 1.3 | 15 | 13 | -0.8
O=C(Nc1ccccc1C(=O)O)c1cccc(NC(=O)c2ccccc2Br)c1 | 0.1 | 14 | 5 | -1.9
O=C(NCc1ccco1)C1(c2ccc(F)cc2)CC1 | 0.0 | 5 | 7 | -0.5
O=C(COC(=O)c1c(Cl)cccc1Cl)NCc1ccco1 | 0.1 | 14 | 5 | 1.2
O=c1c2snc(-c3ccc(F)cc3)c2ncn1C1CC1 | 0.1 | -7 | 2 | 0.2
CCOc1ccccc1/C=N/NC(=O)c1nnn(-c2nonc2N)c1CN(C)C | -0.1 | -2 | -2 | -0.6
CCOC(=O)C1CCN(c2nc(CC(=O)OC)nc3sc4c(c23)CCCC4)CC1 | -0.1 | -13 | -12 | 0.6
O=C(CN1CCCCC1)NNc1nc(-c2ccccc2)c2cc(Cl)ccc2n1 | 0.3 | 15 | 6 | -1.3
